N370S GC = N370S glucocerebrosidase modulation, Gaucher chaperone candidate | 330,000 compounds, 0.092% hits | AID 2101 | Potency, µM (titrated, usually from 59.4 µM), inactives show at the highest dose activity change, negative = inhibition, usual class: inhibitors | P04062 | N370S GC spleen homogenate, 4MU-glucoside fluorescence;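 note: 0% = full enzyme activity and -100% = no enzyme basal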
FEN1 inh = human FEN1 inhibition; AID 588795; Potency, µM (top dose mostly 114 µM), for the others: at the top dose activity change, negative = inhibition, usual class: inhibitors; 390,000 compounds, 0.35% hits; P39748; Recombinant FEN1 flap cleavage, fluorescence, 15 min; note: nearly all actives have a fitted effect of over 65% in size
Target sequence (P39748 whole entry, looked up): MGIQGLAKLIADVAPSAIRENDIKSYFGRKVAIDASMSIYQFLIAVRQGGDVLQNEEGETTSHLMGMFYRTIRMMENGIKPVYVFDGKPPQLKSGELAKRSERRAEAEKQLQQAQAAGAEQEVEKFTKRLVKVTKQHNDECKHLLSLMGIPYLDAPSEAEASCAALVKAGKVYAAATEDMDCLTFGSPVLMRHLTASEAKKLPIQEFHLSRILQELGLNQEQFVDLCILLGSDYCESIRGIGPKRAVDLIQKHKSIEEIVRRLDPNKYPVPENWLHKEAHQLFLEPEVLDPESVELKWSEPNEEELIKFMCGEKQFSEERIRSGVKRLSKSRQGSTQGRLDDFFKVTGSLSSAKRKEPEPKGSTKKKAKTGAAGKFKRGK
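Recombinant FEN1 (10 nM) was preincubated with pin-transferred compounds for 15 min at room temperature, then flap DNA substrate (50 nM final) was added. Plates were read at 0 and 15 min, and normalized concentration–response data were fitted to a four-parameter Hill equation.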
KAT2A inh = blocks human GCN5L2 histone acetyltransferase; Q92830; GCN5L2 HAT assay, ThioGlo1 CoA-SH fluorescence; Potency, µM (titrated, usually from 58.9 µM), inactives show at the top dose activity change, negative = inhibition, most hits filed as inhibitors; 390,000 compounds, 0.21% hits; AID 504327
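GCN5L2 (20nM final) in 50mM HEPES, 0.1mM EDTA pH 7.5, 0.01% Tween-20 was preincubated 15 min at room temperature with compound, then given ThioGlo1 (50uM), H3(1-25) peptide (75uM) and acetyl-CoA (70uM); CoA-thiol fluorescence (Ex340/Em540) was read at 0 and 20 min.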
* = called active by the depositor; ? = inconclusive; . = not tested or not shown; & = joins results of further samples; [ ] = dose if it differs, or a comment. Calls come from the whole dose curve; as a rule, active = well fitted curve in the direction sought with a large enough effect; inconclusive = small, poorly fitted or top-dose-only effect, or another doubt; inactive = no such curve, though single readings can be large; an effect the other way counts as inactive or inconclusive. Unless noted, % is set by controls: 0 for no effect and ±100 for the full control effect; potency is the fitted concentration of half-maximal effect.

SMILES	N370S GC	FEN1 inh	KAT2A inh
COc1cccc(CNCCc2c[nH]c3ccccc23)c1OCc1ccc(F)cc1	-14%	-21%	0%
Cc1c(OC(C(=O)O)c2ccccc2)ccc2c(-c3ccccc3)cc(=O)oc12 (stereo not given)	-13%	-3%	-22%
COc1ccc(-n2nc3ccc(NC(=O)c4ccc(-c5cc(Cl)ccc5Cl)o4)cc3n2)cc1	.	13%	-14%
COc1ccccc1N1CCN(CC(=O)Nc2ccnn2C2CCCC2)CC1	.	-6%	1%
CCOc1ccc(CN2CCN(Cc3ccon3)CC2CCO)cc1 (stereo not given)	-3%	-12%	-2%
O=C(CN1C(=O)c2ccccc2S1(=O)=O)NCCSc1ccccc1	2%	1%	0%
Cc1cc(C)c2c(CC(=O)NNC(=O)c3ccccc3)coc2c1	2%	-10%	-6%
Cn1c(O)c(N=NC(=O)c2ccccc2O)c2ccccc21	2%	-16%	29%
Cc1cc(/C(N)=N/OC(=O)c2ccccc2Cl)no1	-9%	5%	-6%
Cc1ccc(CCNC(=O)CCSCc2ccc(Cl)cc2)cc1	4%	-1%&1%	-2%&9%
O=C(NCCCN1CCOCC1)c1cc(Cl)ccc1Cl	-2%	-1%	-3%
CCCCCCCCN=C1NC(=O)CS1	2%	-3%	-7%
CCCSc1oc(-c2ccco2)nc1S(=O)(=O)c1ccc(Br)cc1	.	-25%	-8%
Cc1cccc2sc(N(CCCN(C)C)C(=O)c3ccc(Cl)s3)nc12	-3%	-23%&-2%	1%&-16%
CCCCNC(=O)c1ccc(S(=O)(=O)c2ccc(Cl)cc2)c(NC(C)=O)c1	1%	-4%	0%
CC(C)(C)NC(=O)c1ccc2c(c1)N(CC(=O)NC1CCCC1)C(=O)C(C)(C)O2	1%	1%	-2%
CC12CCC(C(=O)n3c1nc1ccccc13)C2(C)C (stereo not given)	3%	0%	-3%
O=C(CS(=O)(=O)c1ccc(F)cc1)Nc1nnc(-c2ccccc2Cl)o1	-6%	-3%	-9%
CC1(OC(=O)C2CCCC2)C(=O)C=C2C=C(c3ccsc3)N(C3CC3)C=C2C1=O (stereo not given)	0%[12.8 µM]	-19%	17%
CCc1cccc(CC)c1NC(=O)COC(=O)C1(c2ccc(Cl)cc2)CCCC1	1%	10%	-27%
Cc1nn(-c2nnc(C)c(=O)[nH]2)c(C)c1SCC(=O)Nc1ccc(C(C)C)cc1	9%	3%	-30%
COc1ccc(-n2c(Cc3cccn3C)nnc2SCC(=O)Nc2ccc(C(C)=O)cc2)cc1	-3%	-9%	-16%
COc1cc(/C=N/Nc2nc3c(c(=O)n(C)c(=O)n3C)n2Cc2ccccc2)ccc1OC(=O)c1ccco1	-7%	-10%	-3%
O=C(c1cnc2ccccc2n1)N1CCN(c2ccc(C(F)(F)F)cn2)CC1	6%	2%	3%
Cc1ccc(O)c(N=Nc2ccccc2)n1	-5%&6%&-12%	-5%	-9%&-13%&-21%
Cc1cc(C)nc(N2CCC(C(=O)NNC(=O)c3ccc(Cl)cc3)CC2)n1	3%	3%	21%
Cc1ccc2nc3cc([N+](=O)[O-])cc([N+](=O)[O-])c3cc2c1	-5%	-10%	-5%
CCOc1ccc(NC(=O)c2nsc(Cl)c2Cl)cc1	-10%	-3%	2%
COc1ccccc1CNC(=O)COC(=O)c1cc(S(=O)(=O)N2CCOCC2)ccc1Cl	-8%	11%	-8%
O=C(COC(=O)c1ccc(Br)o1)NC1CCCc2ccccc21 (stereo not given)	.	9%	-2%
CC(=O)Nc1ccc(S(=O)(=O)N2CCC(NC(=O)C(Cc3cccc(F)c3)NC(C)=O)CC2)cc1 (stereo not given)	-4%	-8%	-7%
CCCNC(=O)Cn1c(=O)n(C)c2ccccc21	15%	-11%	-1%
Cc1cccc(Cn2c(=O)oc3ccc(C)cc32)c1	-1%	8%	-1%
COc1cc(CN2CCNC(=O)C2CC(=O)N2CCCN(C(C)=O)CC2)cc(OC)c1 (stereo not given)	-2%	-5%	3%
COC(=O)c1c(C)noc1-c1snnc1C	4%	18%	0%
COc1c(Br)cc([N+](=O)[O-])c(OC)c1C(=O)NC(=O)Nc1cc(Cl)cc(Cl)c1	3%	-5%	-11%
Cc1nc(SCC(=O)Nc2ccc(S(=O)(=O)N3CCOCC3)cc2)c2c(C)c(C)sc2n1	.	1%	-4%
O=C(Nc1cccc2ccccc12)N1CCCN(c2c(Cl)cncc2Cl)CC1	-12%	1%	-6%
CCOc1ccc(N(CC(=O)NC2CCCCC2)C(=O)Cn2nnc(-c3ccc(C)o3)n2)cc1	-12%	-5%	-9%
CC1CC(C)CN(c2cc3c(cc2[N+](=O)[O-])C(=O)N(c2ccccc2)C3=O)C1 (stereo not given)	2%	-7%	-8%

7 of the compounds above, as a markdown table:
| SMILES | N370S GC | FEN1 inh | KAT2A inh |
| --- | --- | --- | --- |
| COc1c(Br)cc([N+](=O)[O-])c(OC)c1C(=O)NC(=O)Nc1cc(Cl)cc(Cl)c1 | 3% | -5% | -11% |
| COc1ccc(-n2c(Cc3cccn3C)nnc2SCC(=O)Nc2ccc(C(C)=O)cc2)cc1 | -3% | -9% | -16% |
| CCCNC(=O)Cn1c(=O)n(C)c2ccccc21 | 15% | -11% | -1% |
| O=C(COC(=O)c1ccc(Br)o1)NC1CCCc2ccccc21 (stereo not given) | . | 9% | -2% |
| COc1ccccc1CNC(=O)COC(=O)c1cc(S(=O)(=O)N2CCOCC2)ccc1Cl | -8% | 11% | -8% |
| CC(=O)Nc1ccc(S(=O)(=O)N2CCC(NC(=O)C(Cc3cccc(F)c3)NC(C)=O)CC2)cc1 (stereo not given) | -4% | -8% | -7% |
| Cc1cc(C)nc(N2CCC(C(=O)NNC(=O)c3ccc(Cl)cc3)CC2)n1 | 3% | 3% | 21% |

Continued.
SMILES	N370S GC	FEN1 inh	KAT2A inh
O=C(CCCN1C(=O)NC2(CCCC2)C1=O)Nc1ccc(F)cc1	.	1%	-1%
Cc1ccccc1CCNC(=O)C1CCN(S(=O)(=O)c2ccc3c(ccn3C)c2)CC1	.	8%	15%
CCC1CCCCN1C(=S)NC(=O)c1cc(S(=O)(=O)N2CCOCC2)ccc1C (stereo not given)	-9%	-6%	2%
COc1ccc(C2NC(=O)c3ccccc3O2)cc1 (stereo not given)	-5%	-1%	15%
Cn1nc(N2CCN(S(=O)(=O)c3ccccc3)CC2)c(=O)n(C)c1=O	.	17%	-2%
COc1ccc(C/C(N)=N/OC(=O)c2ccc(Cl)cc2)cc1	-4%	-11%	-10%
CCCOc1ccc(C2C(C(=O)c3ccc(C)o3)=C(O)C(=O)N2CCN2CCOCC2)cc1OC (stereo not given)	-7%	-2%	?
CCc1ccc(C(=O)NNC(=O)c2ccc3c(=O)n4c(nc3c2)CCC4)cc1	-5%	7%	-2%
CC(=O)Nc1cc(NC(C)=O)ncn1	14%	10%	32%[activator]
O=C(NC(=S)N1CCCC(C(F)(F)F)C1)c1ccc(F)cc1 (stereo not given)	0%	-1%	-2%
O=S(=O)(c1cccc(C(F)(F)F)c1)N1CCN(C(=S)NC2CC2)CC1	-23%	-8%	3%
CCOC(=O)C1CCN(C(=O)c2cccc(S(=O)(=O)N3CCc4ccccc43)c2)CC1	.	19%	0%
Cc1c(CNCCc2ccc(Cl)cc2)c(C(=O)O)c(C)n1-c1ccccc1	-14%	9%	0%
COc1ccc(-n2cc(-c3ccccc3)c3c(N4CCCC(C)C4)ncnc32)cc1 (stereo not given)	.	-4%	-9%
COc1ccc(CCNC(=O)C2CC3Cn4c(nc5ccccc54)C3N2C)cc1 (stereo not given)	5%	-6%	0%
CC1(C)CC(=O)c2cc3c(nc2C1)CC(C)(C)CC3=O	8%	18%	-14%
O=C(OCCN1CCOCC1)C(c1ccccc1)c1ccccc1	1%	-3%	-2%
CCN1CCC(N(Cc2ccc3c(c2)OCO3)C(=O)Nc2ccc(Br)c(C)c2)CC1	.	-11%	2%
CN(C(=O)c1ccco1)c1nc(-c2ccc(F)cc2)cs1	0%	2%	-1%
Cc1sc2nc(CN3CCOCC3)nc(Cl)c2c1C	23%	15%	-1%

Part of the list above in order of molar mass, lowest first.
SMILES	N370S GC	FEN1 inh	KAT2A inh
CN(C(=O)c1ccco1)c1nc(-c2ccc(F)cc2)cs1	0%	2%	-1%
O=C(NC(=S)N1CCCC(C(F)(F)F)C1)c1ccc(F)cc1 (stereo not given)	0%	-1%	-2%
Cc1c(CNCCc2ccc(Cl)cc2)c(C(=O)O)c(C)n1-c1ccccc1	-14%	9%	0%

Next section
SMILES	N370S GC	FEN1 inh	KAT2A inh
CC(=C(CCOP(=O)(O)O)SC(=O)c1ccccc1)N(C=O)Cc1cnc(C)nc1N	-2%	.	8%[21.4 µM]
O=C(N/N=C\c1ccc[nH]1)C1COc2ccccc2O1 (stereo not given)	-7%	-9%	-10%
Cc1ccc(Nc2nc(-c3ccccc3)nc3ccccc23)cc1	.	?	-4%
Cc1cccc(CSc2nc3[nH]ncc3c(=O)[nH]2)c1	5%	-11%	2%
CCOC(=O)C(=O)N1CCN(c2nc(-c3ccc(Cl)cc3)cs2)CC1	-3%	8%	-6%
O=C(c1ccc2c(c1)OCO2)N1CCN(S(=O)(=O)c2ccc(Br)cc2Cl)CC1	.	-13%	-4%
CC(=O)c1ccc(NS(=O)(=O)c2c(C)cc(C)cc2C)cc1	-9%	1%	-3%
Cc1cc(N2CCOCC2)cc(C)[n+]1[O-]	23%	-8%	-1%
O=C(N/N=C/c1coc2ccccc2c1=O)c1cc(Br)c(O)c(Br)c1	-7%	6%	-10%
COc1ccc(NC(=O)/C(C#N)=C/c2ccc(OCc3ccccc3F)cc2)cc1	-19%	-4%	1%
COc1cccc(C2CCCN2Cc2nc(CCC(C)C)no2)c1 (stereo not given)	-16%	-18%	-7%
Cc1ccc(N(CC(=O)NCCc2ccc(F)cc2)S(=O)(=O)c2ccc(Cl)c([N+](=O)[O-])c2)c(C)c1	-7%	4%	-17%
CN(C)/C=N/c1ncc(C(=O)c2ccc(Cl)cc2)s1	-6%	-4%	-7%
CCN(CCCNC(=O)c1ccc(N2CCCC2=O)cc1)c1cccc(C)c1	10%	9%	1%
COc1ccc(NC(=O)Cn2cnc3c(oc4ccccc43)c2=O)cc1OC	.	6%	-13%
CCCCn1c2c(c(=O)n(C)c1=O)C(c1ccc(OC)cc1)N1CCCCCC1=N2 (stereo not given)	?	-9%	-1%
CSC1=NC(=O)/C(=C\c2cccc3ccccc23)S1	6%	-21%	-16%
N/C(=N\OC(=O)Cc1ccccc1[N+](=O)[O-])c1cccc(Br)c1	10%	-1%	-22%
CCOC(=O)c1ccccc1NC(=O)CSc1cn(CC(=O)N2CCCCC2)c2ccccc12	.	-2%	-7%
COc1ccc(CCNC(=O)c2ccc3c(c2)N(Cc2ccccc2C)C(=O)c2ccccc2S3)cc1OC	.	-6%	-8%
COc1ccc(CN2CCCC(C(=O)N3CCCC3)C2)c(OC)c1 (stereo not given)	-10%	-10%	?
CC(C)Nc1nc(-c2ccccc2)nc(-n2ccnc2)n1	7%	-10%	2%
CC(=O)N1CCc2cc(Br)cc(S(=O)(=O)NCCCN3CCCC(C)C3)c21 (stereo not given)	0%	-9%	0%
CCCC(=O)N1CCN(c2nnc(-c3ccccc3)c3ccccc23)CC1	-7%	-15%	-6%
O=C(COc1ccc(Cl)cc1Cl)Nc1ccc(C(=O)Nc2ccccc2C(=O)O)cc1	2%	-18%	?
O=C(c1cccc(F)c1)N1CCN(c2ccc([N+](=O)[O-])c(N3CCOCC3)c2)CC1	-9%	7%	3%
CCCS(=O)(=O)n1nc(-c2ccc(C)cc2)cc1N	1%	12%	-4%
COc1cc(C(CC(=O)Nc2ccc(F)cc2F)N2Cc3ccccc3C2=O)cc(OC)c1OC (stereo not given)	.	-15%	-2%
O=C(c1ccc(S(=O)(=O)N2CCOCC2)cc1)N(Cc1ccco1)Cc1cccs1	?	-5%	2%
CC1CN(S(=O)(=O)c2cccc(C(=O)NCC3COc4ccccc4O3)c2)CC(C)O1 (stereo not given)	.	13%	-7%
CC(C)Oc1ccc(S(=O)(=O)N(C(C)C)C(C)C)cn1	1%	2%	-3%
O=S(=O)(Cc1ccccc1)N1CCc2ccccc21	18%	.	-7%
CN(C1CCCCC1)S(=O)(=O)c1ccc(S(=O)(=O)N2CCN(CCC#N)CC2)cc1	0%	4%	-4%
CCOc1ccc(Nc2nc(N)c([N+](=O)[O-])c(N3CCN(C)CC3)n2)cc1	-11%	10%	-2%
CC1=C(/C=C/C(C)=C/C=C/C(C)=C/C=C/C=C(C)/C=C/C=C(C)/C=C/C(=O)[C@]2(C)C[C@@H](O)CC2(C)C)C(C)(C)C[C@H](O)C1	9%	.	-13%
Cc1ccc(-n2nccc2-c2nn(-c3cccc(C(F)(F)F)c3)c(=O)n(C)c2=O)cc1	2%	19%	-2%
O=C(Nc1nc2ccccc2[nH]1)c1ccc(Br)o1	1%	2%	-10%
CCN(CC)CCn1c2ccc(Cl)cc2c2nc(C)sc21	-8%	?	0%
COc1cc2c(cc1OC)C(COc1ccc3c(C)cc(=O)oc3c1)N(C(=O)Cc1ccccc1)CC2 (stereo not given)	.	-1%	-1%
NS(=O)(=O)c1cccc(NC(=O)CSc2nnc(C3CC3)n2Cc2ccccc2)c1	4%	3%	0%

High-throughput results: PubChem, National Center for Advancing Translational Sciences (NCATS)

The list is partial (hit frequency here may not be typical).
